GAA spleen mod: qHTS Assay for Inhibitors and Activators of Human alpha-Glucosidase From Spleen Homogenate. Lysosomal alpha-glucosidase (Homo sapiens), P10253. human spleen homogenate, 4-MU-alpha-glucoside fluorescence. Potency, µM (doses to about 79.9 µM), for inactives: top-dose activity change, negative = inhibition, usual class: inhibitors. 0.006% of 240,000 active. AID 2112, 2009;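 note: potency is the fitted concentration of half-maximal effect; 0% = enzyme with vehicle and -100% = no enzyme basal signal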
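Human spleen homogenate (1 ug) with 4-methylumbelliferyl-alpha-D-glucopyranoside (1 mM final) in 50 mM citrate/phosphate pH 5.0, 0.01% Tween-20; 40 min at 37 C. Stopped at pH 10; 4-MU fluorescence Ex 365/Em 440 nm; AC50 by Hill fit.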
HTT aggregate: qHTS Multiplex Assay to Identify Dual Action Probes in a Cell Model of Huntington: Aggregate Formation (GFP). PC12 HttQ103-GFP aggregates, Acumen cytometry, 40 h. Potency, µM (titrated, usually from 46.1 µM), without a hit: at the top dose activity change, negative = inhibition, actives largely listed as inhibitors. 1.1% of 220,000 active; note: potency is the fitted concentration of half-maximal effect; % is set by controls: 0 for no effect and ±100 for the full control effect; nearly all actives have a fitted effect of over 60% in size
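Read-out: GFP aggregate count by laser scanning cytometer (488 nm excitation, 500-530 nm emission, 1–25 µm objects >6 SD above background). Cells: PC12, inducible HTTex1-Q103-GFP, 100 nM tebufenozide; compounds titrated.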
CBFb RUNX1 block: qHTS Assay for Compounds Blocking the Interaction Between CBF-beta and RUNX1 for the Treatment of Acute Myeloid Leukemia. Runt-related transcription factor 1 (Homo sapiens) + Core-binding factor subunit beta …. AlphaScreen CBFb-His/RUNX1-biotin binding, biochemical. Potency, µM (top dose mostly 59.8 µM), for inactives: top-dose activity, negative = inhibition, usual class: inhibitors. 230,000 tested, under 10 active. AID 1477, 2009; note: % of control where 0% means no effect
Target sequence (Q01196 whole entry, looked up): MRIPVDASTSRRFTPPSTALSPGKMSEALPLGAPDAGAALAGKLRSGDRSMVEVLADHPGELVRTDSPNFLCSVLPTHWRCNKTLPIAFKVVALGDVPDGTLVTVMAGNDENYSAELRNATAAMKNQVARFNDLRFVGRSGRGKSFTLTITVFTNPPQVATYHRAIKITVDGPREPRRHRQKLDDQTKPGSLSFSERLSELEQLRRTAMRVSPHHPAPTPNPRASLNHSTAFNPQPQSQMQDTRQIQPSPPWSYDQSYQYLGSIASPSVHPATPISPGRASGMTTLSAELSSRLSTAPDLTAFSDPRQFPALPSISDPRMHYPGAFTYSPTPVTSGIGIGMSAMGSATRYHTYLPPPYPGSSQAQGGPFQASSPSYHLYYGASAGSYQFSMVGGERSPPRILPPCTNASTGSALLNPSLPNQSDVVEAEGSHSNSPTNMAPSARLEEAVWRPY
Target sequence (Q13951 whole entry, looked up): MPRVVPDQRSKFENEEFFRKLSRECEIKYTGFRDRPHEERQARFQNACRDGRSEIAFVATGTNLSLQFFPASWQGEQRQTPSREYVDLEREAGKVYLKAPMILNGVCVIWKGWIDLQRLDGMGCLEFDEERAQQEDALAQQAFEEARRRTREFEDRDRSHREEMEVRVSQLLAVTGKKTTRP
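Inhibition was taken as any reduction in AlphaScreen signal from the CBF-beta–RUNX1 pair (His and biotin tags, 30 nM each), measured after compound (15 min) and bead (90 min) incubations at room temperature.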
Lamin A splicing: qHTS Assay for Modulators of Lamin A Splicing; HeLa LMNA splicing GFP/RFP minigene ratio, 48 h; Potency, µM (doses to about 46.1 µM), without a hit: top-dose ratio change, negative = inhibition, most hits filed as inhibitors; 0.01% of 200,000 active; active = well fitted inhibition curve with a large enough effect in the signal ratio, with a control signal flat, not every such curve was filed as active; inconclusive = small, poorly fitted or top-dose-only effect, or effect the other way, or a change in a side signal; the % refers to the signal ratio; note: potency is the fitted concentration of half-maximal effect; % is set by controls: 0 for no effect and ±100 for the full control effect
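S3 HeLa cells stably expressing lamin A-EGFP splicing minigene plus DsRed2, 600 cells/well, 48 h compound exposure at 37C. Laser-scanning cytometry; analysed as GFP (500-530 nm)/RFP (575-640 nm) total intensity ratio; 0.5% DMSO vehicle.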
GAA inh: qHTS Assay for Inhibitors of Human alpha-Glucosidase as a Potential Chaperone Treatment of Pompe Disease; Lysosomal alpha-glucosidase (Homo sapiens), P10253; purified human GAA, 4-MU-alpha-glucoside fluorescence; Potency, µM (series often up to 76.9 µM), without a hit: at the highest dose activity change, negative = inhibition, usual class: inhibitors; 0.005% of 200,000 active; AID 1466, 2008;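 note: potency is the fitted concentration of half-maximal effect; plate controls were uninhibited enzyme wells for no effect and no-enzyme background for full effect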
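Fluorogenic assay: 4 nM human alpha-glucosidase with 400 uM 4-methylumbelliferyl-alpha-D-pyranoside in 50 mM citrate/phosphate, 0.005% Tween-20, pH 5.0, 20 min at room temperature. Compounds tested up to 77 uM; AC50 from Hill fits.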
GAA glycogen mod: qHTS Assay for Inhibitors and Activators of Human alpha-Glucosidase Cleavage of Glycogen | Lysosomal alpha-glucosidase (Homo sapiens), P10253 | recombinant GAA, glycogen substrate, Amplex Red glucose oxidase fluorescence | Potency, µM (series often up to 76.4 µM), without a hit: top-dose activity change, negative = inhibition, actives largely listed as inhibitors | 0.38% of 300,000 active | AID 2100, 2009;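 note: potency is the fitted concentration of half-maximal effect; 0% = full enzyme reaction and -100% = no-enzyme basal signal; the screen sought inhibitors and activators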
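Recombinant human alpha-glucosidase (4 nM final) hydrolysed bovine liver glycogen (30 ug) for 40 min at 37 C in pH 5.0 citrate/phosphate with 0.01% Tween-20. Released glucose detected by glucose oxidase/Amplex Red, Ex 573/Em 610 nm. Compounds up to 77 uM; AC50 from Hill fits.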
HTT ATP protect: qHTS Multiplex Assay to Identify Dual Action Probes in a Cell Model of Huntington: Cytoprotection (ATP); Potency, µM (titrated, usually from 56.4 µM), inactives show cytoprotection (ATP increase), hits mostly activators; PC12 HTT-Q103 induced, cytoprotection, ATP luminescence, 40 h; 0.14% of 230,000 active;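 note: potency is the fitted concentration of half-maximal effect; % of control where 0% means no effect; nearly all actives have a fitted effect of over 45% in size; toxic huntingtin expression switched on by the ecdysone agonist tebufenozide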
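Compounds added alongside 100 nM tebufenozide, which induces toxic Q103 huntingtin exon 1-GFP in stable PC12 cells; surviving cells quantified by luminescent ATP measurement. Medium: phenol red-free DMEM, 5% equine and 5% calf serum.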
The depositor's hits bear a star; [ ] = another dose, or the depositor's remark. Unless noted, calls come from the whole dose curve; as a rule, active = well fitted curve in the direction sought with a large enough effect; inconclusive = small, poorly fitted or top-dose-only effect, or another doubt; inactive = no such curve, though single readings can be large; an effect the other way counts as inactive or inconclusive.

Screening CCOCCCn1cc(C(=O)c2cc(Br)ccc2O)cc(C#N)c1=O returned GAA spleen mod -7%, HTT aggregate inconclusive, CBFb RUNX1 block -3%, Lamin A splicing inconclusive, GAA inh -2%, GAA glycogen mod 0% and HTT ATP protect -120%[inhibitor].
CCOC(=O)c1sc(NC(=O)c2ccc(S(=O)(=O)N3CCCCC3)cc2)nc1-c1ccccc1 was read as GAA spleen mod 4%, HTT aggregate 5%, CBFb RUNX1 block 6%, Lamin A splicing 2%, GAA inh -5%, GAA glycogen mod -5% and HTT ATP protect -11%[10 µM].
Cc1ccc(/C=C/C(=O)NCCCN2CCN(CCCNC(=O)/C=C/c3ccc(C)o3)CC2)o1 was read as GAA spleen mod 5%, HTT aggregate 1%, CBFb RUNX1 block -8%, Lamin A splicing 2%, GAA inh 3%, GAA glycogen mod -5% and HTT ATP protect 10%[10 µM].
For c1ccc(Cc2nnc3sc(-c4ccco4)nn23)cc1 the results were GAA spleen mod -2%, HTT aggregate 5%, CBFb RUNX1 block -13%, Lamin A splicing 2%, GAA inh -6%[15.4 µM], GAA glycogen mod 6% and HTT ATP protect 1%.
O=C(NCC1CCCO1)C1CC(=O)N(C2CCCC2)C1 (stereo not drawn) was read as GAA spleen mod 1%, HTT aggregate 5%, CBFb RUNX1 block 3%, Lamin A splicing -5%, GAA inh -1%, GAA glycogen mod 7% and HTT ATP protect 3%[10 µM].
For O=C1CCCN1CCCNc1ccc(S(=O)(=O)N2CCCCC2)cn1 the results were GAA spleen mod -5%, HTT aggregate -8%, CBFb RUNX1 block 2%, Lamin A splicing -4%, GAA inh -6%, GAA glycogen mod 4% and HTT ATP protect -2%.
For COc1ccc(/C=C/C(=O)NC(=S)NNC(=O)c2ccco2)cc1 the results were GAA spleen mod 5%, HTT aggregate inconclusive, CBFb RUNX1 block -19%, Lamin A splicing inconclusive, GAA inh -5%, GAA glycogen mod 5% and HTT ATP protect 18%[10 µM].
Cc1ccccc1Nc1nc(-c2sc(NC(=O)c3ccc([N+](=O)[O-])cc3)nc2C)cs1 was read as GAA spleen mod 3%, HTT aggregate -17%, CBFb RUNX1 block -23%, Lamin A splicing 11%, GAA inh 3%, GAA glycogen mod -10% and HTT ATP protect -30%.
Cc1ccc(NC2=NCC(=O)N2C2CCCC2)cc1C was read as GAA spleen mod -3%, HTT aggregate 0%[9.22 µM], CBFb RUNX1 block 0%, Lamin A splicing -10%[46 µM], GAA inh -1%, GAA glycogen mod 3% and HTT ATP protect -14%[10 µM].
For N#Cc1ccc(N2CCN(c3ccc(F)cc3)CC2)cc1 the results were GAA spleen mod 4%, HTT aggregate 27%, CBFb RUNX1 block -4%, Lamin A splicing -1%, GAA inh -10%, GAA glycogen mod 2% and HTT ATP protect 0%[10 µM].
Screening O=C(NC1CCCC1)C1CCCN1C(=O)Nc1ccccc1 (stereo not drawn) returned GAA spleen mod 6%, HTT aggregate 0%, CBFb RUNX1 block 5%, Lamin A splicing 10%, GAA inh -6%, GAA glycogen mod -1% and HTT ATP protect 13%.
`CCn1c(=O)n(CC(=O)Nc2cc(OC)ccc2OC)c(=O)c2ccccc21` gave GAA spleen mod 3%, HTT aggregate -4%[9.22 µM], CBFb RUNX1 block -1%, Lamin A splicing -2%, GAA inh 0%, GAA glycogen mod -16% and HTT ATP protect 11%.
For COc1cccc(/C=N/NC(=O)c2ccccc2)c1OS(=O)(=O)c1ccccc1 the results were GAA spleen mod -22%, HTT aggregate -26%, CBFb RUNX1 block -1%, Lamin A splicing inconclusive, GAA inh 1% and GAA glycogen mod -1%.
`O=C(Cc1ccc(Cl)cc1)NNS(=O)(=O)c1ccc([N+](=O)[O-])cc1` gave GAA spleen mod 3%, HTT aggregate -13%, CBFb RUNX1 block -17%, Lamin A splicing -7%, GAA inh -2%, GAA glycogen mod -16% and HTT ATP protect inconclusive.
`N/C(=N/OC(=O)c1cccc([N+](=O)[O-])c1)c1cccc([N+](=O)[O-])c1` gave GAA spleen mod -6%, CBFb RUNX1 block 1%, Lamin A splicing -4%[46 µM], GAA inh 9% and GAA glycogen mod 8%.
Cc1c(NC(=O)N(C)C)c(=O)n(-c2ccccc2)n1C was read as GAA spleen mod -2%, HTT aggregate 5%, CBFb RUNX1 block 1%, Lamin A splicing -3%, GAA inh 10%, GAA glycogen mod -7% and HTT ATP protect -14%[10 µM].
Screening O=C(NCc1ccco1)C(c1ccncc1)N(C(=O)Cc1cccs1)c1ccccc1 (stereo not drawn) returned GAA spleen mod 4%, HTT aggregate -4%[9.22 µM], CBFb RUNX1 block 3%, Lamin A splicing 11%[46 µM], GAA inh 10%, GAA glycogen mod -17% and HTT ATP protect 5%[10 µM].
For COC(=O)[C@@H]1CC[C@H](C)[C@@H](c2ccc(C)cc2)N1C(=O)c1ccc(/C=N/O[C@@H](C)c2cn([C@H](CO)Cc3ccccc3)nn2)cc1 the results were GAA spleen mod -11%, HTT aggregate inconclusive, CBFb RUNX1 block -12%, Lamin A splicing inconclusive, GAA inh 1%[15.4 µM] and GAA glycogen mod -21%.
Screening O=[N+]([O-])C(=C1NCCN1)C(Cl)=C(Cl)Cl returned GAA spleen mod -5%, HTT aggregate 3%[9.22 µM], CBFb RUNX1 block 5%, Lamin A splicing 12%[46 µM], GAA inh 2%, GAA glycogen mod 4% and HTT ATP protect 13%[10 µM].
Cc1cc(NC(=O)CN2C(=O)NC(C)(c3ccc(Cl)cc3)C2=O)no1 (stereo not drawn) was read as GAA spleen mod -2%, HTT aggregate 21%, CBFb RUNX1 block -9%, Lamin A splicing 15%[46 µM], GAA inh -11%, GAA glycogen mod 3% and HTT ATP protect -34%[inhibitor].

Not a retest: entries from further up.
`O=C(Cc1ccc(Cl)cc1)NNS(=O)(=O)c1ccc([N+](=O)[O-])cc1` gave GAA spleen mod 3%, HTT aggregate -13%, CBFb RUNX1 block -17%, Lamin A splicing -7%, GAA inh -2%, GAA glycogen mod -16% and HTT ATP protect inconclusive.
`N/C(=N/OC(=O)c1cccc([N+](=O)[O-])c1)c1cccc([N+](=O)[O-])c1` gave GAA spleen mod -6%, CBFb RUNX1 block 1%, Lamin A splicing -4%[46 µM], GAA inh 9% and GAA glycogen mod 8%.

Remaining list, next part:
Screening O=c1cc(-c2ccc(F)cc2F)[nH]c2ccccc12 returned GAA spleen mod 3%[119 µM], HTT aggregate 5%, CBFb RUNX1 block -12%[89.1 µM], Lamin A splicing 0%, GAA inh 3%, GAA glycogen mod 8% and HTT ATP protect 18%[96.6 µM].
`CCOC(=O)C1CCN(c2c(C(=O)c3ccccc3)cnc3ccc(CC)cc23)CC1` gave GAA spleen mod -1%, HTT aggregate inconclusive, CBFb RUNX1 block 0%, GAA inh 4%, GAA glycogen mod -16% and HTT ATP protect -29%.
For COc1ccc(/C=N/N2CCOCC2)cc1OCc1ccccc1 the results were GAA spleen mod 4%, HTT aggregate -7%, CBFb RUNX1 block -1%, Lamin A splicing inconclusive, GAA inh -9%, GAA glycogen mod -25% and HTT ATP protect -4%.
Screening CN(c1ccccc1)c1nc(N)c(C#N)c(CC#N)c1C#N returned GAA spleen mod -3%, HTT aggregate inconclusive, CBFb RUNX1 block 4%, Lamin A splicing -1%, GAA inh 10%, GAA glycogen mod -9% and HTT ATP protect -2%[10 µM].
For CCOc1ccccc1N1CC(C(=O)Nc2c(C)n(C)n(-c3ccccc3)c2=O)CC1=O (stereo not drawn) the results were HTT aggregate 13%, CBFb RUNX1 block 27%, GAA inh 0%, GAA glycogen mod -10% and HTT ATP protect -31%[inhibitor].
Screening COCCn1c(=O)cnc2cnc(N(C)C)nc21 returned GAA spleen mod -2%, Lamin A splicing -2% and HTT ATP protect 0%.
Cc1nc(-c2ccc3c(c2)CCC(=O)N3)cs1 was read as GAA spleen mod 6%, HTT aggregate -22%[9.22 µM], CBFb RUNX1 block 1%, GAA glycogen mod 3% and HTT ATP protect -16%[10 µM].
For COC(=O)c1cn(NC(=O)C2COc3ccccc3O2)c(=O)c2ccccc12 (stereo not drawn) the results were GAA spleen mod 1%, HTT aggregate 3%, CBFb RUNX1 block 1%, Lamin A splicing 4%, GAA inh 2%, GAA glycogen mod -1% and HTT ATP protect -1%.
For CO/N=C\CC(=O)Nc1ccc(Oc2ccccc2)cc1 the results were GAA spleen mod 5%, HTT aggregate inconclusive, CBFb RUNX1 block -10%, Lamin A splicing inconclusive, GAA inh 0%, GAA glycogen mod -12% and HTT ATP protect -137%[inhibitor].
For O=C(Nc1cccc(F)c1)c1sc(Cl)nc1-c1ccccc1 the results were GAA spleen mod -6%, HTT aggregate 6%, CBFb RUNX1 block -12%, Lamin A splicing inconclusive, GAA inh 6%, GAA glycogen mod 6% and HTT ATP protect 2%[10 µM].
For CC1(C(=O)NC(=S)N(Cc2ccccc2)c2ccccn2)CC1(Cl)Cl (stereo not drawn) the results were GAA spleen mod 1%, HTT aggregate -3%, CBFb RUNX1 block -2%, Lamin A splicing 8%, GAA inh 4%, GAA glycogen mod -5% and HTT ATP protect 5%[10 µM].
CSC(=N/N=C(\N)c1cnccn1)SC was read as GAA spleen mod 3%, HTT aggregate -14%, CBFb RUNX1 block 6%, Lamin A splicing -1%, GAA inh -9% and GAA glycogen mod -13%.
`Clc1ccc(-n2cc(COCc3ccccc3)nn2)cc1` gave GAA spleen mod 2%, HTT aggregate 6%, CBFb RUNX1 block 6%, Lamin A splicing -3%[46 µM], GAA inh -5%, GAA glycogen mod -5% and HTT ATP protect -1%[10 µM].
